Compound activity: PubChem BioAssay, National Center for Advancing Translational Sciences (NCATS)
JMJD2E inh = qHTS Assay for Inhibitors of Human Jumonji Domain Containing 2E (JMJD2E) | AID 2147, 2009 | JMJD2E catalytic domain, FDH-coupled NADH fluorescence (FDH is formaldehyde dehydrogenase) | Potency, µM (titrated, usually from 57.1 µM), inactives show at the highest dose activity change, negative = inhibition, usual class: inhibitors | 1.6% of 230,000 active | Lysine-specific demethylase 4E (Homo sapiens), B2RXH2; active = well fitted inhibition curve with a large enough effect, not every such curve was filed as active; inconclusive = small, poorly fitted or top-dose-only effect, or another doubt; inactive = no such curve, though single readings can be large or run the other way;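 note: 0% = wells with enzyme and -100% = buffer wells without enzyme; nearly all actives have a fitted effect of over 50% in size; many of its hits are not listed in these tables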
Target sequence (B2RXH2 1-337 limits assumed): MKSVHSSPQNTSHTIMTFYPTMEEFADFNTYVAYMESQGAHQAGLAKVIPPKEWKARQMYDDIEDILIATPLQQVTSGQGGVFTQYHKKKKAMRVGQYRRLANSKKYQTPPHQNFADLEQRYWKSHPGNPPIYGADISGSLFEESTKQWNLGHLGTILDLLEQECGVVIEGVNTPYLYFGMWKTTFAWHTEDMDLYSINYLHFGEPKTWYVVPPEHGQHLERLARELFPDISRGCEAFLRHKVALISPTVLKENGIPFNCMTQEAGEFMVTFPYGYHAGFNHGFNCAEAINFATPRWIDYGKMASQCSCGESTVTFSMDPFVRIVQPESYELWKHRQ
ALDH1A1 block = qHTS Assay for Inhibitors of Aldehyde Dehydrogenase 1 (ALDH1A1) | Aldehyde dehydrogenase 1A1 (Homo sapiens), P00352 | Potency, µM (highest dose often 75.3 µM), without a hit: at the highest dose activity, negative = inhibition, actives largely listed as inhibitors | Purified ALDH1A1, NADH fluorescence, propionaldehyde substrate | 7.3% of 220,000 active | AID 1030, 2008; active = well fitted inhibition curve with a large enough effect, not every such curve was filed as active; inconclusive = small, poorly fitted or top-dose-only effect, or another doubt; inactive = no such curve, though single readings can be large or run the other way;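 note: plate controls were no enzyme wells and a reference inhibitor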
aGal spleen mod = qHTS Assay for Inhibitors and Activators of Human alpha-Galactosidase From Spleen Homogenate; 0.008% of 240,000 active; human spleen homogenate, 4MU-alpha-Gal fluorescence, 40 min; AID 2107, 2009; Alpha-galactosidase A (Homo sapiens), P06280; Potency, µM (highest dose often 80 µM), without a hit: at the highest dose activity change, negative = inhibition, hits mostly inhibitors;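 note: 0% = enzyme with vehicle and -100% = no enzyme basal signal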
Target sequence (P06280 32-429 limits assumed): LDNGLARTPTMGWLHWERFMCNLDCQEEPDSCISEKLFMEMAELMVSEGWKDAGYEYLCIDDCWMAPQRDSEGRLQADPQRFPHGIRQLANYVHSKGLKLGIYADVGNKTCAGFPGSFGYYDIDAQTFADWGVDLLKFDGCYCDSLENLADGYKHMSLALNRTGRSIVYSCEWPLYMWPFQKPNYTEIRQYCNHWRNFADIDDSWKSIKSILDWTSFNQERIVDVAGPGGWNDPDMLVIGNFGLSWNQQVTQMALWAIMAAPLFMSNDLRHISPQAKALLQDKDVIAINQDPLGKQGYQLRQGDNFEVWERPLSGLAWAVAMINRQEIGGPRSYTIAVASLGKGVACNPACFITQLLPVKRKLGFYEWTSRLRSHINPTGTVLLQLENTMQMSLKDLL
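Human spleen homogenate (1 ug) was the enzyme source, with 4-methylumbelliferyl-alpha-D-galactopyranoside (1 mM final) in pH 5.0 citrate buffer with 0.01% Tween-20. Compounds were titrated; after 40 min at 37C, NaOH/glycine stop, 4-MU fluorescence read; AC50 from Hill fits.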
RGS12 GoLoco inh = qHTS Assay for Inhibitors of RGS12 GoLoco Motif Activity (Red Fluorophore) | Gai1:RGS12 GoLoco peptide FP, rhodamine, 10 min | Guanine nucleotide-binding protein G(i) subunit alpha-1 (Homo sapiens), P63096 | 0.44% of 230,000 active | Potency, µM (highest dose often 61.6 µM), for the others: top-dose activity, negative = inhibition, most hits filed as inhibitors | AID 880, 2007; active = well fitted inhibition curve with a large enough effect, not every such curve was filed as active; inactive = no such curve, though single readings can be large or run the other way; note: % is set by controls: 0 for no effect and ±100 for the full control effect; nearly all actives have a fitted effect of over 30% in size; many of its hits are not listed in these tables
Target sequence (P63096 whole entry, looked up): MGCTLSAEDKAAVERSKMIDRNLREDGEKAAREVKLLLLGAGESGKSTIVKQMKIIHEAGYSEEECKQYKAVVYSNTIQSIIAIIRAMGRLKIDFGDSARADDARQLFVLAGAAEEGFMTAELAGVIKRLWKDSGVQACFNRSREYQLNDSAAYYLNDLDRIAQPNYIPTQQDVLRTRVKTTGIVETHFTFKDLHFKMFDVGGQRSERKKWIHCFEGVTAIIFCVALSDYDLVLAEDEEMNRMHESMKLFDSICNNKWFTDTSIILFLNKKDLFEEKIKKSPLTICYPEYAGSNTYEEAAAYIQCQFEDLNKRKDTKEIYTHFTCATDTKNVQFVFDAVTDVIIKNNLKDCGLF
aGlu spleen mod = qHTS Assay for Inhibitors and Activators of Human alpha-Glucosidase From Spleen Homogenate; Lysosomal alpha-glucosidase (Homo sapiens), P10253; human spleen homogenate, 4-MU-alpha-glucoside fluorescence; Potency, µM (doses to about 79.9 µM), inactives show top-dose activity change, negative = inhibition, most hits filed as inhibitors; 0.006% of 240,000 active;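 note: 0% = enzyme with vehicle and -100% = no enzyme basal signal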
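Compounds were titrated against alpha-glucosidase in spleen homogenate at pH 5.0, with 1 mM 4-methylumbelliferyl substrate for 40 min at 37 C. Reactions were quenched with pH 10 NaOH/glycine and fluorescence measured.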
SMN2 splice enh = qHTS Assay for Enhancers of SMN2 Splice Variant Expression; HEK293 SMN2-luciferase splicing reporter, luminescence, 30-36 h; Potency, µM (series often up to 46.1 µM), for inactives: at the top dose activity change, positive = activation, actives largely listed as activators; 2.8% of 210,000 active; AID 1458, 2008; note: % of control where 0% means no effect; nearly all actives have a fitted effect of over 55% in size
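HEK293 cells carry an SMN2 […]–luciferase reporter in which exon 7 inclusion puts luciferase in frame. Cells were plated 10-12 h before compound addition, then incubated 30-36 h at 37C. ONE-Glo luminescence was read; sodium butyrate at 4.5 mM final served as control.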
GAA inhib = qHTS Assay for Inhibitors of Human alpha-Glucosidase as a Potential Chaperone Treatment of Pompe Disease; purified human GAA, 4-MU-alpha-glucoside fluorescence; Potency, µM (series often up to 76.9 µM), for inactives: at the top dose activity change, negative = inhibition, actives largely listed as inhibitors; 0.005% of 200,000 active; AID 1466, 2008;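 note: plate controls were uninhibited enzyme wells for no effect and no-enzyme background for full effect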
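Endpoint fluorogenic read: 20 min room-temperature reaction of 4 nM human alpha-glucosidase with 400 uM 4-methylumbelliferyl-alpha-D-pyranoside, pH 5.0, quenched with 1M NaOH/1M glycine pH 10. AC50 from Hill modeling.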
GAA glycogen = qHTS Assay for Inhibitors and Activators of Human alpha-Glucosidase Cleavage of Glycogen; Potency, µM (doses to about 76.4 µM), without a hit: top-dose activity change, negative = inhibition, usual class: inhibitors; Lysosomal alpha-glucosidase (Homo sapiens), P10253; recombinant GAA, glycogen substrate, Amplex Red glucose oxidase fluorescence; AID 2100, 2009; 0.38% of 300,000 active;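 note: 0% = full enzyme reaction and -100% = no-enzyme basal signal; the screen sought inhibitors and activators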
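qHTS, 1536-well; enzyme 4 nM final; cpd up to 77 uM; substrate bovine liver glycogen 30 ug; 50 mM citrate/phosphate pH 5.0, 0.01% Tween-20; 37 C, 40 min; Amplex Red detection 45 min RT; Hill fit → AC50.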
The depositor's hits bear a star; u = inconclusive; x = not tested or not shown; & = joins results of further samples; [ ] = dose if it differs, or a comment. Unless noted, calls come from the whole dose curve; as a rule, active = well fitted curve in the direction sought with a large enough effect; inconclusive = small, poorly fitted or top-dose-only effect, or another doubt; inactive = no such curve, though single readings can be large; an effect the other way counts as inactive or inconclusive. Potency is the fitted concentration of half-maximal effect.

SMILES | JMJD2E inh | ALDH1A1 block | aGal spleen mod | RGS12 GoLoco inh | aGlu spleen mod | SMN2 splice enh | GAA inhib | GAA glycogen
O=C(CCc1c[nH]c2ccccc12)N=Nc1c(O)[nH]c2ccccc12 | 14% | 12% | -5% | 6% | -5% | 8% | -7% | 1%
O=C(CSC(=S)N1CCCCC1)Nc1ncc2c(n1)CC(c1ccco1)CC2=O (stereo unspecified) | 0% | 4µM* | 4% | 8% | 12% | x | -9%[15.4 µM] | -3%
Cc1cccc(S(=O)(=O)NCCC(=O)OCC(=O)Nc2ccc(C#N)cc2)c1 | -8% | u | 0% | -2% | 2% | 33% | 1% | 0%
COCCCNC(=O)C1CC(=O)N(CCc2ccccc2)C1 (stereo unspecified) | 4% | 6% | -4% | 9% | -4% | 4% | -2% | -5%
Cc1ccnc(SCc2cn3c(C)cc(C)nc3n2)n1 | u | u | -2% | 10% | 0% | 23% | 3% | -4%
CC(C)n1c(N2CCN(C(=O)NCc3ccccc3)CC2)nc2ccccc21 | -1% | u | 8% | 1% | -8% | -7% | -11% | 6%
Cc1ccc2nsnc2c1S(=O)(=O)NCc1ccc2c(c1)OCO2 | 2% | -14% | 0% | 10% | -4% | -9% | 4% | -5%
COC(=O)c1cc(NC(=O)c2ccc(C)cc2)c(=O)oc1C | 7% | -5% | 3% | 10% | -2% | 18% | 0% | 1%
Cn1c(N)c(C(=O)COC(=O)c2cc(C3CC3)nc3ccccc23)c(=O)n(C)c1=O | u | 0%&-4% | 1%&3% | -3%&8% | -6%&-13% | -8%&-17% | 1% | -3%
COc1ccc(OC(C)C(=O)Nc2cccc(OC)c2)cc1 (stereo unspecified) | 5% | u | 9% | -11% | 4% | -21% | -1% | -2%
Cc1c(C(=O)N2CCc3ccccc32)oc2ccccc12 | -6% | -12% | -14% | -4% | -8% | 3.5µM* | -6% | -6%
O=C(CCCCl)OCc1cn(-c2ccc(Cl)cc2)nn1 | 1% | u | 1% | 5% | 1% | -2% | u | -6%
Cc1ccc(-c2nc3ccsc3c(=O)o2)cc1 | 2% | -10% | 8% | 2% | 0% | 105% | 3% | -2%
CCCCC(C)n1[nH]c(=O)c2c(C)cc(C)nc21 (stereo unspecified) | -22% | x | 2% | 1% | 2% | x | x | -3%
O=C(N/N=C1/CCc2ccccc21)C1CC1 | 8% | 3% | -2% | 7% | 1% | 22% | -2% | 14%
CCOC(=O)N1CCN(C(=O)c2ccccc2-c2ccccc2)CC1 | 6% | -16% | 2% | 11% | -10% | -8% | -2% | 0%
O=C(CSc1nc2ccccc2c(=O)n1-c1ccc(F)cc1F)Nc1ccc2c(c1)CCC2 | -1% | 7% | 8% | 5% | 3% | x | 5% | 3%
Cc1cc[n+](CC(=O)N2CCCc3ccccc32)cc1 | -6% | 6% | 1% | 36%[activator] | 0% | x | -4% | 3%
CCCCN(C(=O)CCC(=O)Nc1cc(C)on1)C(C(=O)NC(C)(C)C)c1cccc(OC)c1OC (stereo unspecified) | 5% | 13% | -3% | 2% | -6% | -13% | 1% | 8%
NCCC[C@@H](CC(=O)N[C@@H]1CCNC[C@H]1C(=O)N[C@H](CC(=O)N[C@@H](CCC(=O)O)CC(=O)O)Cc1ccccc1)NC(=O)C[C@H](Cc1c[nH]c2ccccc12)NC(=O)[C@@H]1CCCC[C@H]1N | -14% | -2% | 2% | 20µM* | 1% | 8% | x | x
Cc1cccc(C(=O)O/N=C/c2c(N3CCOCC3)n(C)c3ccccc23)c1 | -1% | 0% | -5% | 12% | 1% | -80%[inhibitor] | 0% | -5%
COCCN1CCc2c(C)nc3c(-c4ccc(OC)c(OC)c4)cnn3c21 | u | -1% | 0% | -3% | -3% | 5% | -12% | 11%
CCOC(=O)CCC(=O)Nc1ccc(S(=O)(=O)N2CCCCC2)cc1 | 8% | -8% | 1% | 11% | 5% | x | 13% | 12%
COc1ccc(NC(=O)CN(C)S(=O)(=O)c2cccc3nsnc23)cc1 | 17% | 1% | -1% | 0% | -1% | -16% | -9% | 3%
Oc1ccc(/C=N/NC2=NCCCCC2)c(O)c1 | 22µM* | u | 6% | 7% | 1% | 13µM* | -4% | -12%
CN(C)/C=N/c1sccc1C(N)=O | -14% | -4% | -7% | -3% | -7% | -5% | u | 10%
CCO[C@@H]1OC(C(=O)N2CCN(Cc3ccc4c(c3)OCO4)CC2)=C[C@H](c2ccc(C(F)(F)F)cc2)[C@H]1CCCO | -7% | -10% | 7% | -3% | -18% | x | x | -13%
COc1ccc(-c2nn(C)c(=O)c3ccccc23)cc1CNS(C)(=O)=O | u | -10% | 0% | 5% | -2% | u | -8% | 3%
COc1cc(C2SCC(=O)N2CCc2ccc(OC)c(OC)c2)ccc1O (stereo unspecified) | -11% | -6% | 4% | 3% | -2% | -11% | 13% | u
O=C(OCc1nc2ccccc2[n+]([O-])c1C(=O)c1ccccc1)c1cccs1 | -8% | u | 4% | -92% | 13% | -8% | 3% | -7%
COc1ccc(-c2cn(-c3ccc(OC)cc3)c(=S)[nH]2)cc1 | 3% | 8% | 0% | 46%[activator] | -5% | 9% | 5% | -9%
OCCN1CCN(c2ncnc3c2c(-c2ccccc2)cn3-c2ccc(Br)cc2)CC1 | -29% | -3% | 2% | 10% | -1% | -24% | -30% | -4%
COCCN(C(=S)Nc1c(C)cccc1C)C(C)c1cccnc1 (stereo unspecified) | 6% | 11% | 2% | 9% | -1% | -10% | -1% | 2%
CCOc1ccccc1/C=N/Nc1nc2c(N)ncnc2n1[C@H]1O[C@@H](CO)[C@H](O)[C@@H]1O | -29% | x | -1% | 10% | -7% | x | x | u
CCOC(=O)C1CCN(C(=O)C(C)Oc2ccc(Br)cc2)CC1 (stereo unspecified) | 10% | -8% | 0% | 4% | -3% | -27% | u | 6%
CNC(=O)COC(=O)c1cc(F)c(F)cc1Cl | -2% | -12% | -14% | 3% | -6% | -10% | -5% | -1%
Cc1nccn1CCCNCc1c(C(=O)N2CCCCCCC2)nc2ccc(Cl)cn12 | -3% | u | -4% | 7% | -3% | x | 2% | 14%
CCN(Cc1ccccc1)c1ccccc1 | x | 8% | 7% | -4% | -3% | 4% | x | x
Cc1ccc(S(=O)(=O)N2CCC(=O)N(CCO)CC2)cc1 | 17% | 7% | 0% | -2% | -15% | 21% | -1% | -8%
COc1ccc(-c2nc3ccc(N4CCN(C)CC4)cc3c(=O)[nH]2)cc1 | u | u | 7% | 5% | 4% | 49% | u | -12%
CCSc1nc(-c2cccs2)nc2ccccc12 | u | 1% | -3% | 1% | -2% | x | 0% | 4%
CCC(CC)C(=O)Nc1cc(C)c2c(=O)oc3ccccc3c2n1 | -28% | u | -8% | 19% | 1% | 10% | -11%[15.4 µM] | -10%
Cc1ccc(S(=O)(=O)N(C)Cc2ccc(C(=O)NN=C3C4CC5CC(C4)CC3C5)cc2)cc1 | 1% | 0.5µM* | 2% | x | -1% | x | -9% | -14%
COC(=O)C1=C(C)Nc2nc3ccccc3n2C1c1cc(OC)c(OC)c(OC)c1 (stereo unspecified) | -19% | x | -1% | 9% | 1% | x | x | 0%
Cc1ccc(S(=O)(=O)NCCOC(=O)Nc2sc(=S)n(C)c2C)cc1 | 6% | u | 3% | -2% | 4% | -3% | 1% | u
N#CCSc1nnc(-c2cnccn2)n1Cc1ccccc1 | -11% | u | -7% | 11% | -5% | 4% | 2% | 4%
Cc1ccc(C(CC(=O)c2ccco2)SCCO)cc1 (stereo unspecified) | u | -10% | 3% | 5% | -11% | -7% | u | -8%

Of the compounds above, 7 have a halogen:
SMILES | JMJD2E inh | ALDH1A1 block | aGal spleen mod | RGS12 GoLoco inh | aGlu spleen mod | SMN2 splice enh | GAA inhib | GAA glycogen
O=C(CCCCl)OCc1cn(-c2ccc(Cl)cc2)nn1 | 1% | u | 1% | 5% | 1% | -2% | u | -6%
O=C(CSc1nc2ccccc2c(=O)n1-c1ccc(F)cc1F)Nc1ccc2c(c1)CCC2 | -1% | 7% | 8% | 5% | 3% | x | 5% | 3%
CCO[C@@H]1OC(C(=O)N2CCN(Cc3ccc4c(c3)OCO4)CC2)=C[C@H](c2ccc(C(F)(F)F)cc2)[C@H]1CCCO | -7% | -10% | 7% | -3% | -18% | x | x | -13%
OCCN1CCN(c2ncnc3c2c(-c2ccccc2)cn3-c2ccc(Br)cc2)CC1 | -29% | -3% | 2% | 10% | -1% | -24% | -30% | -4%
CCOC(=O)C1CCN(C(=O)C(C)Oc2ccc(Br)cc2)CC1 (stereo unspecified) | 10% | -8% | 0% | 4% | -3% | -27% | u | 6%
CNC(=O)COC(=O)c1cc(F)c(F)cc1Cl | -2% | -12% | -14% | 3% | -6% | -10% | -5% | -1%
Cc1nccn1CCCNCc1c(C(=O)N2CCCCCCC2)nc2ccc(Cl)cn12 | -3% | u | -4% | 7% | -3% | x | 2% | 14%

Whole records as entered above. Order of screens: JMJD2E inh	ALDH1A1 block	aGal spleen mod	RGS12 GoLoco inh	aGlu spleen mod	SMN2 splice enh	GAA inhib	GAA glycogen
Cc1cccc(S(=O)(=O)NCCC(=O)OCC(=O)Nc2ccc(C#N)cc2)c1 in the list: -8%	u	0%	-2%	2%	33%	1%	0%
O=C(CCc1c[nH]c2ccccc12)N=Nc1c(O)[nH]c2ccccc12 in the list: 14%	12%	-5%	6%	-5%	8%	-7%	1%

The list is partial. The share of hits here may be higher or lower than overall.
